Screens: PubChem BioAssay, National Center for Advancing Translational Sciences (NCATS)
FLuc counter: counter-screen for miR-21 project: firefly luciferase inhibitors or activators; AID 588342; 6.9% of 360,000 active; P08659; purified FLuc, Km substrates, luminescence inhibition; Potency, µM (top dose mostly 57.5 µM), for the others: top-dose activity change, negative = inhibition, actives largely listed as inhibitors;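 also: potency is read from the fitted curve at half-maximal effect; plate controls were vehicle for no effect and reference inhibitor for full effect; nearly all actives have a fitted effect of over 55% in size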
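Purified P. pyralis luciferase, 10 nM final, with Km-level 10 uM D-luciferin and 10 uM ATP in 50 mM Tris acetate pH 7.5, 10 mM Mg acetate, 0.01% Tween-20, 0.05% BSA; 6-point qHTS titration about 60 µM downward; luminescence read.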
NPC1 promoter act: activators of NPC1 promoter; AID 485313; 2.4% of 320,000 active; Potency, µM (top dose mostly 9.22 µM), for the others: at the top dose activation, most hits filed as activators; Huh7 NPC1 promoter luciferase reporter, 24 h;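 also: potency is read from the fitted curve at half-maximal effect; % of control where 0% means no effect; nearly all actives have a fitted effect of over 60% in size; reporter is driven by a mutant NPC1 promoter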
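In 1536-well qHTS, Huh7 cells harboring an NPC1 promoter–luciferase construct received compound for 24 h; activation was quantified by luminescence following luciferase reagent addition.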
KCNH2 3.1 block: blocks the human KCNH2 3.1 channel isoform | U2OS KCNH2 3.1, thallium flux FluxOr; active compounds read low | activity change, % (tested at about 1.8 µM) | 0.95% of 340,000 active;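 active = maximum activity change below -70%; inconclusive = maximum activity change from -70% to -50%; inactive = maximum activity change above -50%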;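 also: thallium influx rate constant from kinetic fluorescence after stimulation buffer; % is scaled to controls: 0 for no effect and ±100 for the full control effect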
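We transduce U2OS cells with the mutant 3.1 virus, culture them overnight, load FluxOr with Red40 quencher for 45 min, then add stimulation buffer and read kinetically for 2 min to derive a normalized rate constant.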
PKM2 act: activators of human pyruvate kinase M2; P14618; purified PKM2, Kinase-Glo ATP luminescence, activation; response scale: 0% is enzyme alone, no compound; Potency, µM (doses to about 57.5 µM), for the others: at the top dose activation, actives largely listed as activators; 0.34% of 260,000 active; AID 1631; also: potency is read from the fitted curve at half-maximal effect; % is scaled to controls: 0 for no effect and ±100 for the full control effect; nearly all actives have a fitted effect of over 55% in size
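Purified hPK-M2 (>95% pure) converted ADP (0.1 mM final) to ATP with 0.5 mM PEP in 50 mM imidazole pH7.2, KCl, MgCl2, Tween 20, BSA; 1 h at room temperature. ATP detected by Kinase-Glo luminescence.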
Rab9 promoter act: Rab9 promoter activation. Potency, µM (top dose mostly 9.22 µM), without a hit: at the highest dose activation, negative = inhibition, hits mostly activators. 2.8% of 320,000 active. Huh7 Rab9 promoter-luciferase reporter, luminescence, 24 h; also: potency is read from the fitted curve at half-maximal effect; % of control where 0% means no effect; nearly all actives have a fitted effect of over 60% in size
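Promoter activation is measured as luciferase luminescence in Huh7 cells stably transfected with a Rab9 promoter–luciferase construct, following 24 h compound exposure at 37 °C and 10 min reagent incubation at ambient temperature.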
Mito fusion act: blocks mitochondrial division or promotes mitochondrial fusion; S. cerevisiae fusion-defective mutant growth rescue, CellTiterGlo 48 h; Potency, µM (series often up to 46.1 µM), for the others: at the highest dose growth rescue (activation), most hits filed as activators; 0.23% of 320,000 active;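 also: potency is read from the fitted curve at half-maximal effect; % of control where 0% means no effect; nearly all actives have a fitted effect of over 45% in size; temperature-sensitive fusion mutants such as fzo1-1 at 37 °C on non-fermentable ethanol glycerol medium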
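Read-out: ATP-based luminescence (CellTiterGlo, 10 min ambient) reporting growth of fusion-defective ts yeast after 48 hours at 37C on glycerol/ethanol YPEG medium in the presence of compound.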
MBNL1 CUG block: inhibitors of human MBNL1 binding to CUG repeat RNA; Q9NR56; TR-FRET MBNL1-His/biotin-(CUG)12 binding, 665/545 ratio; Potency, µM (titrated, usually from 57.5 µM), for inactives: at the highest dose activity change, negative = inhibition, hits mostly inhibitors; 0.036% of 280,000 active; active = well fitted inhibition curve with a large enough effect in the signal ratio, with a control signal flat, not every such curve was filed as active; inconclusive = small, poorly fitted or top-dose-only effect, or effect the other way, or a change in a side signal; inactive = no such curve, though single readings can be large or run the other way; the % refers to the signal ratio; also: potency is read from the fitted curve at half-maximal effect; % is scaled to controls: 0 for no effect and ±100 for the full control effect
Target sequence (Q9NR56 whole entry, looked up): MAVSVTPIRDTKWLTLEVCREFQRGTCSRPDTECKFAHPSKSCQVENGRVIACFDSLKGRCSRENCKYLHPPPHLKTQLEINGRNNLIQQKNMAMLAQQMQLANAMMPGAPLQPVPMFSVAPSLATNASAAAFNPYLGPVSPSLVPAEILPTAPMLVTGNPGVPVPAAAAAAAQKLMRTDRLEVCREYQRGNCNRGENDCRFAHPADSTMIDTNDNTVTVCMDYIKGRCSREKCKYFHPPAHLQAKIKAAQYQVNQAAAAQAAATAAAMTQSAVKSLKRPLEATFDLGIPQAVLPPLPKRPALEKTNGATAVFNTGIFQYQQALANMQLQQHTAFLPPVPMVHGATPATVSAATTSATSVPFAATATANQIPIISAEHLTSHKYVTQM
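TR-FRET between His-tagged MBNL1 and biotin-(CUG)12 RNA, detected with Tb anti-His antibody (0.055 ng/ul) and streptavidin-XL665 (5 nM), 60 min at room temperature. Compounds titrated 92 nM to 58 uM; 665/545 nm ratio normalized to buffer and complex controls.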
RORgamma inh: ROR gamma (mouse) transcription inhibition | Drosophila S2 Gal4-RORgamma UAS-luciferase reporter, 20 h | Potency, µM (top dose mostly 53.6 µM), without a hit: at the top dose activity change, negative = inhibition, hits mostly inhibitors | 5.4% of 310,000 active | P51450; also: potency is read from the fitted curve at half-maximal effect; % is scaled to controls: 0 for no effect and ±100 for the full control effect; nearly all actives have a fitted effect of over 60% in size
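Read-out: Photinus luciferase luminescence; inhibitors lower reporter signal. Insect Schneider cells with Gal4-ROR gamma fusion under metallothionein promoter, UAS reporter; 700 uM final copper sulfate induction, 20 hr, ambient temperature.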
VP16 counter: counter-screen for ROR gamma inhibitors: Gal4-VP16 reporter. Drosophila S2 Gal4-VP16 UAS-luciferase, luminescence, 20 h. Potency, µM (top dose mostly 53.6 µM), inactives show at the highest dose activity, negative = inhibition, usual class: inhibitors. 3.5% of 310,000 active. AID 2546;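 also: Gal4-VP16 expression switched on by copper sulfate through the metallothionein promoter; potency is read from the fitted curve at half-maximal effect; % is scaled to controls: 0 for no effect and ±100 for the full control effect; nearly all actives have a fitted effect of over 50% in size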
ELG1 DNA repair: blocks ELG1-dependent DNA repair in HEK293T cells | HEK293T ELG1-luciferase reporter, luminescence, 16 h; DNA damage induced by 5-fluorouridine | 2.3% of 330,000 active | Potency, µM (series often up to 46.1 µM), for the others: at the highest dose activity change, negative = inhibition, actives largely listed as inhibitors; also: potency is read from the fitted curve at half-maximal effect; % is scaled to controls: 0 for no effect and ±100 for the full control effect; nearly all actives have a fitted effect of over 55% in size
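Step one: seed 2,000 cells per well. Step two: pin-transfer compound or DMSO alongside 5-fluorouridine. Step three: incubate 16 hr, 37 °C, 5% CO2. Step four: add ONE-Glo, wait 30 min, read luminescence.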
Menin MLL FP TR: inhibitors of human menin-MLL interaction, mutant MLL peptide; O00255; Menin + Texas Red MLL mutant peptide, fluorescence polarization; Potency, µM (top dose mostly 61.6 µM), for the others: at the top dose FP activity change, negative = inhibition, actives largely listed as inhibitors; 0.23% of 270,000 active; AID 1768; active = well fitted inhibition curve with a large enough effect in the polarisation, with a control signal flat, not every such curve was filed as active; inconclusive = small, poorly fitted or top-dose-only effect, or effect the other way, or a change in a side signal; inactive = no such curve, though single readings can be large or run the other way; the % refers to the polarisation; also: potency is read from the fitted curve at half-maximal effect; % of control where 0% means no effect; many of its hits are not listed in these tables
Target sequence (O00255 whole entry, looked up): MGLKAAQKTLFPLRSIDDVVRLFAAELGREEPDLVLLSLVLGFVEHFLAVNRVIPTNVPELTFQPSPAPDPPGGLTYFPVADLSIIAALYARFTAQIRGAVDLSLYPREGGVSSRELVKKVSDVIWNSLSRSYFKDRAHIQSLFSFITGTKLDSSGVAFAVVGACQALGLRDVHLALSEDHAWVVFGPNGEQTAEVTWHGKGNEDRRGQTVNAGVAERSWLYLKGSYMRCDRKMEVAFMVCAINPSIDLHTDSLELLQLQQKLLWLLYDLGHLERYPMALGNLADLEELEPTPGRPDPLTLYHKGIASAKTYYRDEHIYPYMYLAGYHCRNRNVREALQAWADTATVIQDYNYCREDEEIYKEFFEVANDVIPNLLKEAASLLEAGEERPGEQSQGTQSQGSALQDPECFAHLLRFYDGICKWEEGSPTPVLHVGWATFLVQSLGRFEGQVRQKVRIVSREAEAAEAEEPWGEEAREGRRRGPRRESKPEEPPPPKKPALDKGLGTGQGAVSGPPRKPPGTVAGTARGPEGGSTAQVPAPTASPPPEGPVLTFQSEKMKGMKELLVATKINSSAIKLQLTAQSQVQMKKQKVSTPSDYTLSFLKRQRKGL
* = called active by the depositor; ? = inconclusive; . = no result given; [ ] = remark or other dose. Unless noted, calls follow the shape of the dose curve; as a rule, active = well fitted curve in the direction sought with a large enough effect; inconclusive = small, poorly fitted or top-dose-only effect, or another doubt; inactive = no such curve, though single readings can be large; an effect the other way counts as inactive or inconclusive.

SMILES,Menin MLL FP TR,NPC1 promoter act,MBNL1 CUG block,Mito fusion act,VP16 counter,FLuc counter,PKM2 act,KCNH2 3.1 block,Rab9 promoter act,ELG1 DNA repair,RORgamma inh
Cc1ccc(S(=O)(=O)CC(O)COc2ccc(F)cc2Cl)c(C)c1 (stereo not given),11.2%,10.0%,-10.8%,-5.0%,3.2%[10 µM],-9.7%,?,-3.7,-1.3%,-11.5%,-26.7%
CC(=O)c1ccc(N2CCN(C(=O)C3(S(=O)(=O)c4ccc(Cl)cc4)CC3)CC2)cc1,-22.8%,2.0%,-3.3%,-1.3%,-0.1%,1.6%,-1.0%,10.6,-2.7%,-3.8%,?
O=C(NCCN1CCOCC1)c1cccc(S(=O)(=O)N(Cc2ccccc2)c2ccccc2)c1,.,1.9%,.,1.7%,.,-0.5%,.,2.6,-0.8%,0.0%,.
Cc1ccc(NC(=O)COc2ccc3c(c2)OCO3)c(C)c1,.,?,.,6.6%,.,?,.,10.5,?,?,.
O=C(O)Cc1ccc(NC(=O)c2ccc(NC(=O)C3CC3)cc2)cc1,-5.1%,-2.0%,?,5.3%,-11.3%,16.9µM*,-2.9%,29.1,19.2%,0.7%,0.9%
O=C(/C=C/c1ccccc1[N+](=O)[O-])N1CCOCC1,-1.2%,4.9%,?,-1.9%,-1.5%,-5.7%,0.2%[11.5 µM],2.3,3.7%,-4.1%,2.7%
COc1cccc(C(=O)Nc2ccc(S(=O)(=O)N3CCN(C)CC3)cc2)c1,-13.0%,-1.8%,-8.5%,-6.7%,5.4%,-1.1%,.,10.7,0.1%,?,-11.4%
CCOc1ccc2nc(SCc3ccc(F)cc3)sc2c1,2.2%,10.5%,.,-0.3%,22.8%,?,3.4%,1.4,2.9%,?,?
CCOc1ccc(NC(=O)COC(=O)C2CCC(=O)N2)c([N+](=O)[O-])c1 (stereo not given),.,2.9%,.,0.0%,.,-10.7%,.,0.8,6.6%,29.1%,.
Cn1c(=O)c2c(n(Cc3ccccc3)c1=O)NC(=O)C2CC(=O)NCc1cccc(Cl)c1 (stereo not given),?,1.6%,-6.1%,-0.7%,-1.5%,-2.2%,3.1%,-4.1,3.3%,18.8%,?
O=C(Nc1ccccc1Cl)NC1(C(=O)N2CCCCC2)CCCCC1,9.6%,0.9%,10.2%,8.9%,-1.0%,-0.3%,-19.7%,0.2,6.9%,3.6%,-18.9%
CC(C)CN1CCC(CN(C)Cc2nc(-c3cnccn3)no2)CC1,2.4%,1.0%,0.5%,0.0%,-5.1%,-2.9%,4.5%,-10.6,-2.6%,5.7%,-10.0%
CCc1ccccc1NC(=S)NCc1cccn1C,-9.9%,-2.7%,.,-8.0%,11.2µM*,1.5%,-1.4%,21.3,-4.3%,14.5%,12.6µM*
CCOC(=O)c1[nH]c2ccccc2c1NC(=O)c1ccc(S(=O)(=O)N2CCCC2)cc1,?,-0.1%,13.2%,7.0%,-2.9%,3.4%,-0.6%,-4.4,-0.4%,-21.4%,13.4%
COCCn1c(C)cc(C(=O)CSc2n[nH]c(N)n2)c1C,-29.0%,13.2%,4.5%,-4.5%,-8.7%,?,9.6%,3.6,21.5%,?,35.9%
CCCNc1cc(C)c(C#N)c2nc3ccccc3n12,-13.1%,-1.0%,0.6%,3.7%,-13.3%,4.5%,-3.9%,-9.4,1.8%,6.1%,-12.5%
O=[N+]([O-])c1ccccc1OCCCn1cnc2ccccc21,3.0%,2.82µM*,17.5%,11.3%,1.2%,5.36µM*,17.8µM*,-0.5,2µM*,?,-26.6%
CNC(=O)NNC(=O)c1csc(Cc2c(Cl)sc3ccc(Cl)cc23)n1,.,-3.4%,-1.3%,6.6%,6.7%,-2.2%,-1.1%,-20.3,-12.5%,2.1%,11.3%
Clc1ncc2[nH]cnc2n1,-4.9%,-5.5%,-1.0%,-2.4%,-3.3%,1.4%,-3.3%,34.0,-7.5%,0.0%,0.4%
CC(=O)Nc1ccc(S(=O)(=O)NCCC(=O)Nc2cc(C)ccn2)cc1,.,1.8%,.,-6.9%,.,4.4%,.,7.6,-2.7%,10.1%,.
CCCCNC(=O)NNC(=O)c1cc(C)on1,.,-2.8%,-2.7%,2.2%,1.6%,-0.3%,-3.0%,-2.4,2.9%,0.0%,-16.7%
CCN(CC)CCCC1(CN)OCCc2ccccc21 (stereo not given),15.0%,0.9%,-4.2%,-7.4%,21.4%,-0.8%,1.5%,-6.1,0.5%,3.6%,-7.4%
COc1ccc2c(CC(=O)OCC(=O)Nc3ccc(C)cc3)coc2c1,.,-0.6%,.,-3.0%,.,-1.6%,.,2.0,-0.5%,8.4%,.
O=C(O)/C=C/C(=O)Nc1ccc(Cl)cc1C(=O)c1ccccc1,.,-3.8%,-0.2%,-2.4%,-3.1%,-1.1%,-5.0%,14.2,-11.5%,-2.2%,13.7%
Cc1nnc(SCC(=O)Nc2cccc(Br)c2)s1,.,4.2%,.,-4.1%,.,-9.7%,.,8.2,-3.4%,15.4%,.
CC(C)[C@H](NC(=O)N1CCn2c1nc1ccccc12)C(=O)NCC1CCCO1 (stereo not given in full),-19.4%,-1.3%,-3.3%,-4.6%,0.4%,5.3%,-0.5%[0.46 µM],7.1,1.0%,5.3%,0.3%
O=C(NNS(=O)(=O)c1ccc(Br)cc1)c1ccncc1,-16.1%,-3.5%,4.8%,1.3%,-5.0%,1.8%,2.2%,-3.7,-3.7%,2.9%,-3.1%
O=C(CSc1nc2ccccc2c(=O)n1-c1ccc(F)cc1)Nc1ccc(N2CCOCC2)cc1,-16.9%,1.5%,-0.9%,-3.4%,-13.7%,-1.9%,-0.5%,-4.3,-4.9%,-20.6%,?
N#Cc1c(NC(=O)c2cccc(S(=O)(=O)Nc3ccc(C(=O)O)cc3)c2)sc2c1CCCC2,.,-1.3%,7.4%,5.5%,0.6%,19µM*,11.8%,6.5,-0.1%,?,23.0%
CSc1ccc(/C=N\NC(=O)CC(=O)NC(C)C)cc1,-10.4%,-3.0%,4.1%,7.3%,-0.5%,-5.1%,1.0%,18.1,-8.1%,6.5%,-16.4%
COc1cc(C2/C(=C(\O)c3ccc4c(c3)CC(C)O4)C(=O)C(=O)N2Cc2ccco2)ccc1O (stereo not given),0.1%,-5.1%,7.1%[11.5 µM],-19.5%,2.8%,-1.6%,13.4%,7.4,-2.0%,-8.6%,2.2%
CCC1C(=O)N=C(SCC(=O)Nc2ccc(Br)cn2)NC1=O (stereo not given),8.6%,-3.1%,-3.9%,3.4%,-0.2%,-10.7%,-0.3%,-9.0,-5.0%,9.9%,5.5%
O=C(CCCl)Nc1ccc(S(=O)(=O)NCc2ccco2)cc1,.,1.5%,-9.2%,0.3%,-11.5%,-1.1%,0.0%,-0.7,-2.7%,-19.0%,0.6%
Cc1ccc(NC(=O)Cc2c(C(=O)O)n(C)c3ccccc23)cc1F,?,-0.8%,-23.3%,-1.2%,-3.5%,?,1.1%,1.0,2.3%,?,4.1%
CCC(=O)c1ccc(OCC(=O)OCC(=O)N2CCc3ccccc32)cc1,.,-4.0%,.,-2.2%,.,9.0%,.,2.0,-7.0%,7.3%,.
O=S(=O)(c1ccc2nc(Nc3ccccc3)ccc2c1)N1CCCCC1,?,0.0%,10.3%,23.8%,-3.9%,-13.4%,.,-15.9,2.7%,-27.9%,29.0%

A portion of the library (hit frequency here may not be typical).
